# Bioassay records deposited in PubChem by several laboratories.
# MITF act = activators of MITF-driven TRPM1 promoter reporter, primary screen, cell-based, SK-MEL-5, luciferase, single point. SK-MEL-5 TRPM1-promoter luciferase, 24 h; % of positive control, neutral wells = 0. activation, % at 12.5 µM. actives 0.75% (n = 300,000). AID 588334, 2011;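 active = mean activation of at least 80% with every replicate also reaching 80%; inconclusive = mean reaches 80% but some replicate falls short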;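 note: 0% = neutral control wells and 100% = parthenolide positive control wells; values of inactives mirror those of a sister screen read the other way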
# CAL PDZ FP-1 = CAL PDZ peptide-binding inhibitors, primary screen, biochemical, fluorescence polarization, Cer-tagged CAL PDZ, HTS; AID 504414, 2011; inhibition, % at 20 µM; purified CAL PDZ, TMR-peptide fluorescence polarization, 1 h; actives 0.02% (n = 330,000); Golgi-associated PDZ and coiled-coil motif-containing protein (Homo sapiens), Q9HD26;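 active = highest replicate inhibition of at least 40%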;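 note: plate controls were DMSO neutral control wells for no effect and unlabeled competitor peptide control wells for full effect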
#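 Test system: purified CerCALP PDZ construct; Compound dosing: one concentration, 20 µM compound; Also added: TMR-labelled reporter peptide T*-PRC34 bound in PDZ groove; Read-out: inhibition from polarization loss; Controls: unlabelled peptide and DMSO controls; Signal: FP readout, S and P plane fluorescence; Incubation: 1 h at RT.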
# Tat transport = E. coli Tat export inhibitors, primary screen, MC4100, TorA-mCherry reporter, fluorescence, single point. inhibition, % at 10 µM. actives 0.036% (n = 340,000);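 active = mean replicate inhibition at least 50% and at least half of replicates individually reaching 50%; inconclusive = only one of the two criteria met; inactive = neither criterion met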;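 note: exported cargo escapes ClpAP degradation while cytoplasmic cargo is degraded and loses fluorescence; 0% = median of neutral control wells and 100% = median of NaSCN control wells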
# AddAB inh = growth inhibition of E. coli expressing H. pylori AddAB, primary screen, AddAB inhibitor project, absorbance. inhibition, % at 11.9 µM. actives 0.29% (n = 330,000). AID 435030, 2010; in the data active = inhibition above about 12%;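 note: 0% = vehicle wells of infected cells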
# CAL PDZ FP-2 = untagged CAL PDZ binding inhibitors, primary screen, biochemical, fluorescence polarization, HTS; Golgi-associated PDZ and coiled-coil motif-containing protein (Homo sapiens), Q9HD26; purified CAL PDZ, TMR-peptide fluorescence polarization, 1 h; inhibition, % at 24.9 µM; actives 0.92% (n = 300,000); AID 602252, 2012;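 active = mean inhibition of at least 30% with at least half of replicates also reaching 30%; inconclusive = no clear call, values can overlap the other calls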;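 note: 0% = DMSO neutral control and 100% = excess unlabeled competitor peptide PRC23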
# SR-BI uptake up = activators of SR-BI mediated DiI-HDL uptake, primary screen, ldlA[mSR-BI] CHO cells, DiI fluorescence; 3 h; 100 = double the neutral-control signal; actives 0.096% (n = 320,000); activation, % at 12.5 µM; AID 504775, 2011;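 active = mean replicate activation of at least 60% and every replicate at or above 60%; inconclusive = mean or all-replicate condition met, but not both; inactive = mean below 60% and not all replicates reaching 60%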;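 note: 0% = median plate neutral-control signal and 100% = twice that signal; values of inactives mirror those of a sister screen read the other way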
#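 Assay system: CHO ldlA[mSR-BI] cells, LDL receptor-null, SR-BI overexpressing; medium: Ham's F12 with 0.5% BSA, HEPES 25 mM, pH 7.4; also added: DiI-HDL 10 µg/mL; timing: 3 h uptake period with compound, 37 °C; signal: DiI fluorescence, bottom read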
# Wnt bcat act = Wnt/beta-catenin pathway activators, primary screen, cell-based, plate reader, single point; actives 1.2% (n = 300,000); AID 743398, 2014; Wnt/beta-catenin reporter cell assay, activator; activation, % at 9.35 µM; in the data active = activation above about 30%, passing the limit was not always enough; inconclusive = no clear call, values can overlap the other calls;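 note: 0% = neutral control wells and 100% = positive control wells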
# Ecoli viability = E. coli V3065 growth inhibition, primary screen, counter-screen for AddAB inhibitor project, absorbance, OD600 | 18 h | inhibition, % at 11.9 µM | actives 0.27% (n = 330,000) | AID 449728, 2010;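 active = inhibition above the campaign's mean inhibition across all tested compounds plus 3 SD, cut at about 9.9% in these data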;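 note: uninfected addAB+ strain grown without phage in ampicillin broth; 0% = DMSO wells and 100% = ciprofloxacin 0.95 µg/ml wells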
# phage Ecoli inh = growth loss of phage-infected E. coli, primary screen, RecBCD inhibitor project, absorbance, with phage, HTS; inhibition, % at 11.9 µM; actives 0.26% (n = 360,000); in the data active = inhibition above about 11%
# SR-BI DiI inh = inhibitors of SR-BI mediated HDL lipid uptake, primary screen, ldlA[mSR-BI] cells, fluorescence, single point. ldlA[mSR-BI] CHO cells, DiI-HDL uptake fluorescence, 3 h. actives 0.96% (n = 320,000). inhibition, % at 12.5 µM. Scavenger receptor class B member 1 (Mus musculus), Q61009;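 active = mean replicate inhibition of at least 70% and a set share of replicates each scoring 70 or more; inconclusive = meets just one of the two criteria; inactive = fails both criteria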;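 note: 0% = median of neutral control wells and 100% = median of positive control wells; values of inactives mirror those of a sister screen read the other way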
# Target sequence (Q61009 whole entry, looked up): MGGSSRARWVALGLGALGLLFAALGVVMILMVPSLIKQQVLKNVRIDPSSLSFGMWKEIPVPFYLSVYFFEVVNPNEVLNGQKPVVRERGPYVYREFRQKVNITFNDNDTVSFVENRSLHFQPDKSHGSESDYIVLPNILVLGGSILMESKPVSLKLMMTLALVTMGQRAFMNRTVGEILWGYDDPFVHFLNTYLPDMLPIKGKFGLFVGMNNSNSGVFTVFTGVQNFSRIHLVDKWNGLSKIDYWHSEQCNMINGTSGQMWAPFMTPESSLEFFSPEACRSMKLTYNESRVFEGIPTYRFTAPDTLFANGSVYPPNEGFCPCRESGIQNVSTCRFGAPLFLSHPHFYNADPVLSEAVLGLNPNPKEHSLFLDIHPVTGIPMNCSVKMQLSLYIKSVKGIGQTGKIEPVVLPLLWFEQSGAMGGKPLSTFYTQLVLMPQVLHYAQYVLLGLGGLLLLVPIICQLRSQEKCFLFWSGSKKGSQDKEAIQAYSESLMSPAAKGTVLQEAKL
# Starred values were filed as active, the others as inactive; ? = inconclusive; · = not tested or not shown.
SMILES,MITF act,CAL PDZ FP-1,Tat transport,AddAB inh,CAL PDZ FP-2,SR-BI uptake up,Wnt bcat act,Ecoli viability,phage Ecoli inh,SR-BI DiI inh
COC(=O)c1ccccc1NC(=O)Nc1cc(C(C)(C)C)on1,38.8,-1.9,-10.8,0.6,1.4,16.7,?,2.6,1.5,-16.7
CCOC(=O)Cc1csc(NC(=S)NC(=O)c2ccc(Cl)cc2)n1,-10.6,-0.9,-0.6,2.4,-2.8,20.2,-3.3,-2.2,2.1,-20.2
CCCCc1ccc(NC(=O)Nc2c(C)n(C)n(-c3ccccc3)c2=O)cc1,-3.4,-0.9,-1.1,-2.1,·,·,-2.8,-0.4,3.6,-13.5
CN1C(=O)C(c2ccccc2[N+](=O)[O-])C(=O)c2ccccc21 (centres undefined),2.1,-1.2,-1.6,-0.4,-2.0,21.5,-1.1,-1.3,4.0,-21.5
COc1ccc(NC(=O)N(C)C[C@H]2Oc3c(NC(=O)c4nc5ccccc5s4)cccc3C(=O)N([C@@H](C)CO)C[C@H]2C)cc1,8.4,-2.5,4.0,0.6,-2.9,6.2,1.2,-2.3,2.1,-6.2
CCN(CC(=O)Nc1c(F)cccc1F)C(=O)CNC(=O)c1ccco1,-8.4,-0.8,-0.5,0.5,0.9,5.9,-1.9,-1.1,2.5,-5.9
O=C(O)c1ccccc1N/C=C\[N+](=O)[O-],-2.9,-0.1,-1.1,0.5,-1.1,0.5,-2.7,0.9,5.5,-0.5
CCOC(=O)C(C)n1cnc2c(nnn2-c2cccc(Cl)c2)c1=O (centres undefined),1.0,0.7,8.4,-1.6,-3.0,4.7,0.5,1.7,2.1,-4.7
CCN(CC)C(=O)[C@H]1C[C@H](CC(=O)NCc2cccc(C(F)(F)F)c2)C(=O)N2CCc3c([nH]c4ccc(Cl)cc34)[C@]12C,-19.1,-0.9,7.3,-0.9,-1.4,-35.2,-4.8,-1.1,2.1,35.2
CC(C)=CC(=O)Nc1ccc(S(=O)(=O)Nc2ccccn2)cc1,-1.6,-0.7,-6.1,2.8,·,20.7,0.5,1.8,3.0,-20.7
c1ccc(SCCOCCn2cncn2)cc1,-13.1,-1.4,-0.2,1.6,11.9,·,·,1.5,1.0,·
CSCC[C@H](NC(=O)OC(C)(C)C)c1nnc(SCC(=O)Nc2ccc(C)cc2C)o1,-5.2,0.2,-1.6,2.5,1.9,-49.5,·,1.7,1.3,49.5
O=C(Nc1ccccc1N1CCOCC1)c1ccc(OCc2cscn2)cc1,2.4,-4.3,2.0,1.2,-6.3,·,-0.5,-0.3,2.7,·
COc1ccc(C(=O)Nc2ccc3[nH]ccc3c2)cc1,-10.5,-0.6,2.2,3.1,-5.3,-18.8,4.4,4.3,3.4,18.8
CCC(Sc1nncn1C)C(=O)Nc1ccccc1OC (centres undefined),-6.1,-0.7,7.1,-0.8,·,6.3,·,2.8,1.3,-6.3
O=C1N/C(=C/c2ccc(N3CCCC3)cc2)C(=O)N1c1ccccc1,44.2,0.9,11.9,0.9,-1.0,-13.6,8.0,-1.2,3.5,13.6
Brc1ccccc1CN1CCC(Cc2ccccc2)CC1,0.2,·,-8.2,4.0,0.7,11.4,-0.8,-0.9,-0.5,-11.4
O=C(NNS(=O)(=O)c1ccc(F)cc1)c1ccc(S(=O)(=O)N2CCCCC2)cc1,1.4,-0.6,-0.3,1.2,0.2,9.9,-7.4,0.3,2.8,-9.9
CCn1c(SCC(=O)NCc2ccco2)nc2ccccc2c1=O,-5.5,0.3,3.6,3.9,-1.3,-9.1,-0.4,0.2,-5.3,9.1
O=C(Nc1ccncc1)c1cc(S(=O)(=O)N2CCN(c3ccccc3)CC2)ccc1Cl,-17.4,-2.0,-3.3,-1.9,-3.0,-15.4,-4.4,-2.5,2.3,15.4
COc1ccc(-c2csc3ncnc(N4CCN(c5ccc(OC)cc5)CC4)c23)cc1,-7.1,0.9,8.2,2.4,-2.1,-3.9,-8.3,-2.3,0.6,3.9
Cc1nc2ccc(S(=O)(=O)Nc3cc(-c4nc5cccnc5s4)ccc3C)cc2s1,·,-3.3,-4.5,1.5,·,7.4,18.2,-0.1,3.8,-7.4
CCOc1ccccc1N(C)S(=O)(=O)c1ccc2[nH]cc(C(=O)N(CCOC)CCOC)c(=O)c2c1,-1.4,-0.2,-9.4,0.2,·,·,-0.4,0.5,1.4,·
CC(=O)c1cccc(-n2nnnc2SCC(=O)Nc2cc(C)on2)c1,·,-2.1,8.9,2.9,-5.3,·,-0.1,-3.6,2.6,·
Cc1nc2nc(-c3cccnc3)nn2c(C)c1Cl,·,-3.4,-4.6,1.2,0.2,14.2,·,-0.3,-0.2,-14.2
Cc1ccc(S(=O)(=O)N(C)C)cc1NC(=O)c1ccncc1,-0.6,-1.0,4.3,0.7,·,11.1,-1.2,1.8,4.0,-11.1
O=C(COc1ccccc1[N+](=O)[O-])OC1CCS(=O)(=O)C1 (centres undefined),-5.7,0.4,5.4,3.3,-1.9,12.0,0.7,3.0,2.6,-12.0
N=c1n(Cc2ccc(Cl)cc2)c2ccccc2n1CC(O)c1ccco1 (centres undefined),-13.2,·,0.9,1.6,-27.7,1.4,-6.0,2.3,4.0,-1.4
CN(C)c1ccc(NC(=O)c2ccc(Cn3cc([N+](=O)[O-])cn3)cc2)cc1,44.3,-0.7,-4.8,2.5,·,-37.0,-0.9,2.6,2.6,37.0
Cc1cccc(S(=O)(=O)c2c(N)n(Cc3ccco3)c3nc4ccccc4nc23)c1,·,-2.0,11.3,0.7,-1.4,28.1,·,0.9,2.4,-28.1
Cc1cccc(N2C(N)=NC(N)=NC23CCCCC3)c1,-2.8,-1.2,-12.4,-1.3,-4.7,0.7,·,-3.7,0.5,-0.7
CNC(=O)CCc1nc(-c2ccc(C(C)(C)C)cc2)no1,11.7,-0.6,-5.3,0.7,0.2,-6.0,·,-2.4,2.7,6.0
CS(=O)(=O)c1ccc(Cl)c(NC(=O)COC(=O)/C=C/c2cnc3ccccc3n2)c1,-13.7,-3.6,-1.8,1.6,-1.4,·,-1.8,2.5,2.6,·
CC1=C(C#N)C(Nc2cccc(C)n2)(C(F)(F)F)C(=O)N1 (centres undefined),-9.6,-2.1,3.9,1.2,2.3,4.6,·,-0.7,3.0,-4.6
COc1ccc(C2c3c4c(n(C)c3CCN2C)CCN(C)C4c2ccc(OC)cc2)cc1 (centres undefined),18.9,0.6,-1.4,1.2,-2.2,6.1,·,-0.4,1.6,-6.1
O=C(NCC1CCN(c2ccc(S(=O)(=O)N3CCOCC3)cc2)CC1)c1ccc(Cl)cc1,5.4,-1.3,-1.7,-0.5,-3.2,-53.7,·,1.5,2.0,53.7
Cc1cc(C(=O)CN2C(=O)NC3(CCCCC3)C2=O)c(C)n1-c1ccc2c(c1)OCO2,-1.1,0.9,-1.6,6.7,-3.0,2.3,-3.4,-1.0,2.6,-2.3
O=C(CCSc1nc2ccccc2s1)N/N=C/c1c(O)ccc2ccccc12,-36.4,-0.8,-6.5,8.2,3.2,-105.0,-4.0,12.1*,16.8*,105.0*
CCOC(=O)/C(=C\C=C1/Sc2ccccc2N1CC)C(C)=O,8.8,0.4,6.4,2.1,·,-39.4,·,-2.0,0.9,39.4
CNC(=O)c1ccc(-c2nc(-c3ccccc3)cs2)cc1,73.8,-2.6,-1.4,-1.4,-1.7,0.6,9.8,-2.9,3.2,-0.6
COc1ccc(/C=C(/NC(=O)c2ccccc2)C(=O)NC(Cc2c[nH]c3ccccc23)C(=O)O)cc1 (centres undefined),-4.4,-2.8,3.5,·,3.4,7.6,-1.1,·,0.2,-7.6
O=C(NCc1ccco1)c1ccc(NS(=O)(=O)c2cccc([N+](=O)[O-])c2)cc1,-7.7,0.2,-12.7,6.1,·,21.4,0.8,1.1,0.8,-21.4
S=c1[nH]cc(Cc2ccccc2)s1,16.8,-2.4,4.4,2.4,0.1,27.7,·,-1.4,2.0,-27.7
Cc1ccccc1C(=O)NC(=S)Nc1ccc2[nH]c(=O)[nH]c2c1,7.0,-1.5,-11.0,0.5,-3.8,9.1,-7.6,-0.1,2.1,-9.1
COc1ccccc1N(CC(=O)NCCSc1ccccn1)S(=O)(=O)c1ccccc1,-7.2,-0.9,7.0,0.7,·,·,-3.3,-0.8,2.1,·
CCN(C(=O)CSc1nnc(COc2cccc(C)c2)o1)c1nc(C)cs1,-12.1,-0.1,7.9,2.7,-2.7,·,3.5,-0.1,3.0,·
O=C(CSc1nncs1)N1CCN(S(=O)(=O)c2ccccc2)CC1,3.8,-0.4,-7.7,1.0,-4.1,13.6,-2.1,0.6,0.1,-13.6
O=C(Nc1nnc(CCS(=O)(=O)c2ccc3ccccc3c2)s1)c1ccc([N+](=O)[O-])cc1,3.6,-0.7,-3.5,4.4,-2.7,14.5,-1.3,-0.2,2.2,-14.5
